hERG protect = hERG rescue from dofetilide block, primary screen, cell-based, CHO-hERG, FluxOR thallium flux, dofetilide IC70; 0.51% of 310,000 active; Voltage-gated inwardly rectifying potassium channel KCNH2 (Homo sapiens), Q12809; activation (rescue from dofetilide block), less the hit threshold, % at 10 µM; dofetilide IC70 present;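 active = activation above the mean of controls blocked by dofetilide plus 5 SD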;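 note: thallium influx through hERG after potassium depolarization seen as dye fluorescence rise; in these data hits start at about 4.7%; inactives centre near -7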
GSK3B inh = human GSK3beta kinase inhibitors, primary screen, biochemical, cell-free homogeneous, HTS; GST-GSK3beta kinase, ADP-Glo luminescence, 60 min; active compounds read low; 0.038% of 300,000 active; Glycogen synthase kinase-3 beta (Homo sapiens), P49841; activity score (negative = inhibition), % at 10 µM;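 active = more than half of replicate wells score below -50%, meaning over 50% inhibition versus plate controls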;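 note: 0% = median DMSO wells and -100% = median GW8510 positive control wells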
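Test system – GST-tagged human GSK3beta kinase, cell-free · Incubation – 60 min enzyme reaction, room temperature · Signal – ADP-Glo luminescence · Also added – peptide substrate and ATP at 25 µM · Controls – DMSO neutral wells and GW8510 at 20 µM as positive · Buffer or medium – Tris/MgCl2 kinase buffer · Measure – Luminescence-derived activity versus plate DMSO and GW8510 wells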
GSK3A inh = blockers of GSK3A enzyme activity – biochemical, luminescence, cell-free homogeneous, HTS, primary screen. inhibition, % at 10 µM. 0.1% of 320,000 active. Glycogen synthase kinase-3 alpha (Homo sapiens), P49840. GSK-3 alpha kinase, ADP-Glo luminescence, 60 min;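 in the data active = inhibition above about 50%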;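 note: GST-tagged GSK-3 alpha with peptide substrate and 25 µM ATP; 0% = DMSO neutral wells and 100% = GW8510 positive control wells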
RGS4 inh = RGS4 inhibitors, primary screen, cell-based, HEK293 M3R inducible RGS4, calcium flux. AID 463165, 2010. B-score at 10 µM. 0.45% of 310,000 active. Regulator of G-protein signaling 4 (Homo sapiens), P49798. Fluo-4 calcium flux; active compounds read high; triggered by carbachol at its EC20;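 active = B-score, a plate-corrected calcium signal, over three deviations above library mean, with baseline fluorescence within five deviations of library mean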;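 note: RGS4 expression induced by doxycycline in cells with stable M3 receptor; B-score is computed from the integrated fluorescence ratio over baseline after carbachol; higher B-score means a larger calcium signal and so more RGS4 inhibition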
Target sequence (P49798 whole entry, looked up): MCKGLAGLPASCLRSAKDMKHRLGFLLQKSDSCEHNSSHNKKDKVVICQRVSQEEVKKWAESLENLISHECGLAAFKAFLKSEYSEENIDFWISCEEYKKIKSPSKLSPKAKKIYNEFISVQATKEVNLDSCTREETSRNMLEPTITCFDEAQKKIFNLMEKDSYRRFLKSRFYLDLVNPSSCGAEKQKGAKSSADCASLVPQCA
KCNK9 block = KCNK9 potassium channel inhibitors, primary screen, HEK293 cells, thallium flux; 1.2% of 310,000 active; FluxOR thallium flux fluorescence; active compounds read low; Potassium channel subfamily K member 9 (Homo sapiens), Q9NPC2; AID 488922, 2010; B-score at 10 µM;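 active = ratio B-score over 3 SD below the library mean, with starting fluorescence within 5 SD of its mean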;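 note: negative B-score means less thallium flux so channel inhibition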
KCNQ1 pot = potentiators or activators of KCNQ1 channel, primary screen, cell-based, thallium flux, high-throughput; CHO-K1 KCNQ1, thallium flux FluxOR fluorescence; active compounds read high; B-score at 10 µM; Potassium voltage-gated channel subfamily KQT member 1 (Homo sapiens), P51787; 0.35% of 310,000 active;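 active = fluorescence ratio B-score, a plate-corrected score, at least three library SD, with initial intensity B-score within 5 SD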
Target sequence (P51787 whole entry, looked up): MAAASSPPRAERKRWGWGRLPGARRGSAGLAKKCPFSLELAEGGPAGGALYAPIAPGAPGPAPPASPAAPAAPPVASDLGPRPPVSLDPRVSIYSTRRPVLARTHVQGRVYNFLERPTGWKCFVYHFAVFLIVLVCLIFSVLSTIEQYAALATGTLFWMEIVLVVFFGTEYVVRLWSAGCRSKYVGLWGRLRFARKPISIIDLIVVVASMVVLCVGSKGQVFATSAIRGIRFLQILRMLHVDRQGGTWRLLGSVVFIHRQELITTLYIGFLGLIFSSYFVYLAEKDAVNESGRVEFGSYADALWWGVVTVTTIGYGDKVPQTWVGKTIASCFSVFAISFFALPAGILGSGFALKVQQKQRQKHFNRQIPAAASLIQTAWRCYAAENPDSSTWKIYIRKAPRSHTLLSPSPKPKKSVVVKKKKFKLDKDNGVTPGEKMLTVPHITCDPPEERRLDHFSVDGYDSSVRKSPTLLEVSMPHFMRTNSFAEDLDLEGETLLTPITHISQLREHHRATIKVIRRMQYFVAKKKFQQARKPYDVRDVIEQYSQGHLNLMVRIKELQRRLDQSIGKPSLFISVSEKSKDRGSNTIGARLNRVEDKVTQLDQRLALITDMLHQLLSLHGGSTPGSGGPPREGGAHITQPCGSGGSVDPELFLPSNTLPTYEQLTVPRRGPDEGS
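Assay system: CHO-K1 cells stably expressing KCNQ1. Medium: assay buffer for compound exposure, DMSO matched across wells. Timing: 37 °C overnight plating, 90-min dark dye load, 20-min compound pretreatment. Signal: kinetic FluxOR fluorescence, 10 s baseline plus 110 s post-stimulus.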
DYRK1A inh = rat Dyrk1A kinase inhibitors, primary screen, biochemical, single point, plate reader. inhibition, % at 12.5 µM. 0.43% of 310,000 active. Dual specificity tyrosine-phosphorylation-regulated kinase 1A (Rattus norvegicus), Q63470. ADP-Glo luminescence, NFATc1 peptide; in the data active = inhibition above about 50%;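 note: plate controls were vehicle with enzyme for no effect and no enzyme for full effect; many of its hits are not listed in these tables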
KCNQ1 inh = inhibitors of human KCNQ1 channel, primary screen, cell-based, thallium flux, high-throughput; CHO-K1 KCNQ1, FluxOR thallium flux fluorescence; active compounds read high; 1.3% of 310,000 active; AID 2642, 2010; B-score at 10 µM;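 active = compounds whose thallium flux B-score, printed positive for inhibition, exceeds three library SD while starting fluorescence stays within three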;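 note: channel opened by potassium depolarization with thallium stimulus after 20 min compound exposure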
PolyA inhibitor = polyadenylation inhibitors in yeast reporter cells, primary screen, luminescence, S. cerevisiae; S. cerevisiae SKY197-pL101 polyadenylation reporter, beta-gal luminescence; efflux-impaired pdr1/pdr3 knockout yeast; score 100 = 6 SD above DMSO; calls only at 12 µM; 0.02% of 300,000 active;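 active = lowest replicate activity score at least 50, where 100 means six control SD above control mean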;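 note: yeast exposed to compound for 9 h at 30 °C; higher score means more reporter readthrough which indicates perturbed polyadenylation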
KCNK3 block = human KCNK3 channel inhibitors, primary screen, CHO cells, FluxOR thallium flux, B-score; B-score at 10 µM; FluxOR fluorescence; active compounds read low; 0.84% of 340,000 active; AID 602410, 2012; Potassium channel subfamily K member 3 (Homo sapiens), O14649;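 active = B-score under library mean minus 4 SD, starting fluorescence ratio at most library mean plus 5 SD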;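 note: more negative B-score means stronger inhibition of thallium flux through KCNK3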
RGS4 act = RGS4 potentiators or activators, primary screen, cell-based, HEK293 M3R inducible RGS4, calcium flux; carbachol calcium flux Fluo4; active compounds read low; B-score at 10 µM; 0.92% of 310,000 active; AID 463111, 2010;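 active = B-score of the integrated calcium signal more than 4 SD below the library mean, with starting fluorescence not abnormally high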;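 note: negative B-score means reduced calcium response which marks RGS4 activation or potentiation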
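Test system: HEK293 cells with stable M3R and inducible RGS4; also added: carbachol at ECmax as muscarinic agonist stimulus; schedule: dye loading 30 min 37 °C, buffer rest 30 min RT; technique: kinetic calcium fluorescence imaging with Fluo4-AM dye, 2 µM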
Active calls of the source: *; i = inactive; . = no result given.

SMILES	hERG protect	GSK3B inh	GSK3A inh	RGS4 inh	KCNK9 block	KCNQ1 pot	DYRK1A inh	KCNQ1 inh	PolyA inhibitor	KCNK3 block	RGS4 act
COc1cccc(CC(NC(C)=O)C(=O)NC2CCN(C(=O)c3ccc(Cl)cc3)CC2)c1 (stereo not drawn)	-7	-1	.	i	i	i	-2	i	i	i	i
COc1ccc(C=O)cc1COc1ccc(F)cc1F	-2	-1	-1	i	i	i	-2	i	i	i	i
CCOC(=O)C1=C(CSc2nc3ccccc3s2)NC(=O)NC1c1cccc([N+](=O)[O-])c1 (stereo not drawn)	-1	4	-3	i	i	i	-6	i	i	i	i
Cc1ccc(NC(=O)c2oc3ccc(S(=O)(=O)N4CCOCC4)cc3c2C)cc1C	-13	3	-2	i	i	i	-2	i	i	i	i
CC(C)[C@H](NC(=O)c1cccc(S(=O)(=O)N2CCOCC2)c1)C(=O)Nc1nccs1	-8	1	1	i	i	i	.	i	i	i	i
CCOC(=O)CSC(CC)C(=O)Nc1nnc(C(C)C)s1 (stereo not drawn)	-9	-2	1	i	i	i	-3	i	i	i	i
CC(C)CCN1CN(S(=O)(=O)c2cccs2)c2nc3ccccc3nc21	-8	-2	-1	i	i	i	12	i	i	i	i
CCN(Cc1ccccc1)C(=O)CSc1nc(C)cc2c1C(=O)OC2	-6	1	0	i	i	i	-2	i	i	i	i
Cc1ccc(NC(=O)NCCN2CCN(C(=O)Nc3ccc(C)cc3)CC2)cc1	-4	-2	-2	i	i	i	-2	i	i	i	i
O=C(c1ccco1)N1CCN(C(=O)c2ccccc2OCc2ccc(Cl)cc2)CC1	-15	-3	2	i	i	i	-3	i	i	i	i
COc1ccc(O)c(C(=O)c2cc(SCC(=O)O)c3nc4sc5c(c4c(=O)n3c2)CCCC5)c1	-19	-3	0	i	i	i	-12	i	i	i	i
Nc1[nH]ncc1-c1ccc(Cl)cc1	-8	4	0	i	i	i	-9	i	i	i	i
Cc1ccc(S(=O)(=O)N2CCCC2C(=O)Nc2nc3c(s2)CCCC3)cc1 (stereo not drawn)	-10	-22	0	i	i	i	18	i	i	i	i
O=C(NCC(=O)N1CCN(S(=O)(=O)c2ccccc2F)CC1)c1ccc2ccccc2c1	-4	.	0	i	i	i	15	i	i	i	i
Cc1ccc(OCC(=O)NCCNC(=O)c2ccco2)cc1C	-4	2	-2	i	i	i	-6	i	i	i	i
Cc1ccccc1OCC(=O)Nc1ccccc1C(=O)N1CCCCC1	-16	2	0	i	i	i	-3	i	i	i	i
CCOc1ccc(OCC)c(NC(=O)CSc2nc3c(c(=O)n(C)c(=O)n3C)n2C(C)C)c1	-1	2	-3	i	i	i	-5	i	i	i	i
Cn1c(SCC(=O)N=Nc2c(O)[nH]c3ccccc23)nc2ccccc21	-19	-4	4	i	i	i	.	i	i	.	i
CN(CCC(=O)Nc1ccc(Br)cc1)Cc1ccccc1	-4	2	0	i	i	i	20	i	i	i	i
O=C(Nc1cccc(OC(=O)c2ccco2)c1)c1ccco1	-9	0	-5	i	i	i	5	i	i	i	i
COc1ccccc1/C=N/n1c(N)c(S(=O)(=O)c2cccs2)c2nc3ccccc3nc21	-7	0	.	i	i	i	-3	i	i	i	i
c1ccc(-c2nnc(-c3ccccn3)nc2NC2CCCCC2)cc1	-14	-2	-1	i	i	i	6	i	i	i	i
Cc1ccc(NC(=S)N2CCCC(O)C2)cc1 (stereo not drawn)	-8	-3	-1	i	i	i	0	i	i	i	i
CC(=O)Nc1cc2c(cc1C(=O)c1ccccc1)OCCO2	-11	2	-4	i	i	i	5	i	i	i	i
Cc1nc(S(=O)(=O)Cc2ccccc2)nc2c1CCC2	-3	-2	-1	i	i	i	-1	i	i	i	i

(cont.)
SMILES	hERG protect	GSK3B inh	GSK3A inh	RGS4 inh	KCNK9 block	KCNQ1 pot	DYRK1A inh	KCNQ1 inh	PolyA inhibitor	KCNK3 block	RGS4 act
Cc1nnc(SCC2=C(C(=O)O)N3C(=O)C(NC(=O)Cn4ncc(Cl)c4C)C3SC2)s1 (stereo not drawn)	4	0	-1	i	i	i	-6	i	i	i	i
Cc1ccc(OCCC(=O)OCC(=O)NNC(=O)c2ccccc2)cc1	-13	1	-2	i	i	i	-7	i	.	i	i
CCCSc1nnc(NC(=O)Nc2ccc(F)cc2)s1	-7	1	-3	i	i	i	-3	8*	i	i	i
NC(=S)N=Nc1ccc(NN=C(N)N)cc1	-8	-4	8	i	i	i	6	i	i	i	i
O=C(NCc1ccc(Cl)cc1)c1cc([N+](=O)[O-])ccc1Cl	-9	15	.	i	i	i	-4	i	i	i	i
Cn1nccc1NC(=O)COCC(=O)O	-8	1	0	i	i	i	0	i	i	i	i
COCCNC(=S)NCc1ccc2[nH]c3c(c2c1)CCCC3	-10	1	4	i	i	i	13	i	i	i	i
CC(C)NC(=O)CSc1nc2sccc2c(=O)n1-c1ccccc1	-10	-1	-2	i	i	i	-3	i	i	i	i
Cc1cccc(C)c1OCc1n[nH]c(=S)o1	-2	-1	7	i	i	i	-7	i	i	i	i
Nc1ccn(-c2ncc(C(F)(F)F)cc2Cl)c(=O)n1	-11	-1	0	i	i	i	3	i	i	i	i
CCn1nc([N+](=O)[O-])c(C(C#N)c2nc3ccccc3n2C)c(Cl)c1=O (stereo not drawn)	-3	0	11	i	i	i	-3	i	i	i	i
O=C(N/N=C/c1cc([N+](=O)[O-])ccc1O)c1ccc2c(c1)OCCO2	-13	-3	-1	i	i	i	-5	i	i	i	i
CCOc1ccc(N2CC(C(=O)NCCc3ccc(F)cc3)CC2=O)cc1 (stereo not drawn)	0	1	-1	i	i	i	-3	i	i	i	i
Cc1ccc(C)c(NC(=O)CN(C)C(=O)COc2ncnc3sccc23)c1	-3	1	0	i	i	i	-8	i	i	i	i
Cn1nnnc1SCC(=O)Nc1ccc2c(c1)OCCO2	-4	1	-3	i	i	i	-1	i	i	i	i
O=C(Nc1csc(Cl)c1)c1ccccc1	-1	-1	-3	i	i	i	12	i	i	i	i
O=C(O)c1ccc(N/N=C/c2c(F)cccc2Cl)cc1	-8	-1	-2	i	i	i	7	i	i	i	i
COC(=O)C1=C(Nc2ccccc2NS(=O)(=O)c2ccc(C(F)(F)F)cc2Cl)CSC1	-11	1	-3	i	i	i	-5	6*	i	i	i
COc1ccc(C(=O)NCc2ccc(-n3cccc3)cc2)cc1OC	-5	0	-1	i	i	i	4	i	i	i	i
CCOC(=O)C(CC)n1cnc2c(nnn2-c2ccc(C)cc2)c1=O (stereo not drawn)	-15	-1	3	i	i	i	-2	i	i	i	i
COc1cc(C(=O)Nc2nnc(C(F)(F)F)s2)c([N+](=O)[O-])cc1OC	-13	4	.	i	i	i	-1	i	i	i	i
CCOC(=O)N1CCN(CC(=O)Nc2ccc(OC)cc2)CC1	-12	-1	-1	i	i	i	4	i	i	i	i
O=C(CCc1nc2ccccc2c(=O)[nH]1)Nc1cccc(S(=O)(=O)N2CCOCC2)c1	-6	-5	.	i	i	i	-1	i	i	i	i
O=C(/C=C/c1ccccc1Cl)N(Cc1ccccc1)C1CCS(=O)(=O)C1 (stereo not drawn)	-11	0	-1	i	i	i	5	i	i	i	i
Cc1cccn2c(=O)nc(SCC(=O)N3N=C(c4cccs4)CC3c3ccc(F)cc3)nc12 (stereo not drawn)	-8	-4	.	i	i	i	5	i	i	i	i

(cont.)
SMILES	hERG protect	GSK3B inh	GSK3A inh	RGS4 inh	KCNK9 block	KCNQ1 pot	DYRK1A inh	KCNQ1 inh	PolyA inhibitor	KCNK3 block	RGS4 act
Cc1cccc(NC(=O)c2ccc3nccnc3c2)n1	-6	-3	-2	i	i	i	1	i	i	i	i
CN(C(=O)c1ccncc1)c1ccccc1	-8	3	-1	i	i	i	1	i	i	i	i
COc1ccc(Br)cc1CN(C)C(=O)c1ccccc1OCc1c(C)noc1C	-14	2	-1	i	i	i	3	i	i	i	i
COCc1cccc(C(=O)NC(c2ccccc2)c2ccccc2)c1	-9	-1	0	i	i	i	-2	i	i	i	i
O=C(CSc1ccc(Cl)cc1)NC1=NN(c2ccccc2)C(=O)C1	-7	-4	-1	i	i	i	3	i	i	i	i
O=C(NCc1cccnc1)c1cccc(S(=O)(=O)N2CCCC2)c1	-4	-3	9	i	i	i	-11	i	i	i	i
Cc1cccc(C(=O)N[C@H](C(=O)OCc2cc(=O)n3c(n2)sc2ccccc23)C(C)C)c1	-8	-5	1	i	i	i	-3	i	i	i	i
Cc1cc(SCC(=O)NCC2CCCO2)nc2ccccc12 (stereo not drawn)	-14	-4	3	i	i	i	7	i	i	i	i
CN(C)CCCN(C(=O)c1ccc2c(c1)OCCO2)c1nc2cc3c(cc2s1)OCO3	-8	3	2	i	i	i	0	i	i	i	i
CCCn1cc(CN2CCC(Cc3ccccc3)(C(=O)OCC)CC2)c(C)n1	-7	0	-2	i	i	i	-1	i	i	i	i
CCOC(=O)N1CCN(S(=O)(=O)c2ccc(OCC(=O)OC)c(C)c2)CC1	-13	-2	0	i	i	i	4	i	i	i	i
Cc1c(Cl)c(C(=O)NNC(=S)NCc2ccco2)nn1C	-18	2	0	i	i	i	-1	i	i	i	i
Cc1[nH]c(C)c(S(=O)(=O)NCc2ccc(Cl)cc2)c1C(=O)N1CCCC1	-3	-4	-4	i	i	i	-1	i	i	i	i

Screening results deposited in PubChem BioAssay by several laboratories.

A portion of the library, so the mix of outcomes need not match the whole.
